Source: PubChem (University of Kansas High Throughput Screening Laboratory)
mHTT-CaM PPI inh = inhibitors of human mutant huntingtin-calmodulin interaction | AlphaScreen His-mHTT/GST-CaM binding, luminescence | inhibition, % at 15 µM | 3.6% of 190,000 active | AID 1671202;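 note: 0% = both proteins with DMSO and 100% = one protein alone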
Pf apPOL block = Pf-apPOL DNA polymerase inhibition | Recombinant Pf-apPOL, molecular beacon fluorescence, 1.5 h | inhibition, % at 10 µM | 0.25% of 210,000 active | AID 1794808
The depositor's hits bear a star; i = inactive; x = no result given; & = joins results of further samples. Cut-off read from the data, not from the text of the source: active = inhibition above about 50%; inactive = the rest.

structure,mHTT-CaM PPI inh,Pf apPOL block
O=C(c1ccncc1)N1CCCC(c2nc(-c3ccccc3)n[nH]2)C1 (stereo not drawn),21,8
COc1ccc(OC)c(NC(=O)c2cc(S(=O)(=O)NC3CCCCC3)ccc2F)c1,50,8
COc1ccccc1NC(=O)C(=O)NCCc1ccc(OC)c(OC)c1,9&-7,0&-3
COCCn1c(=N)c(S(=O)(=O)c2ccccc2)cc2c(=O)n3cccc(C)c3nc21,1,-18
Cc1oc(C)c(S(=O)(=O)NC(C)C)c1C(=O)NCc1ccco1,-8,2
CCC1=Nc2cc(C(=O)NCc3cccnc3)ccc2Sc2ccc(C)cc21,33,-10
CC(=O)c1sc(NC(=O)c2ccco2)nc1-c1ccccc1,-5,-2
CCc1nn2cc(C(C)(C)C)nc2s1,x,-3
O=C(c1ccn2c(-c3ccccc3)nnc2c1)N1CCN(C2CCCCC2)CC1,4,-6
CC(=O)N1CCN(Cc2ccccc2Cl)CC1,2,-2
O=C(CCc1nc2ccccc2n(Cc2ccc(F)cc2)c1=O)NC1CCCC1,29,-4
CN(C)C1CCN(Cc2ccc(Br)cc2)CC1CO (stereo not drawn),-2,-4
Cc1ncc(CO)c(CO)c1O,-3,-12
Cn1cnnc1C1CCN(C(=O)c2ccsc2)CC1,-10,3
Cc1csc2nc(CSc3nc4cc([N+](=O)[O-])ccc4s3)cn12,4,7

Reformatted with two lines to a compound: 5 of the compounds above.
Each structure is followed by: mHTT-CaM PPI inh | Pf apPOL block
> O=C(CCc1nc2ccccc2n(Cc2ccc(F)cc2)c1=O)NC1CCCC1
    29 | -4
> CN(C)C1CCN(Cc2ccc(Br)cc2)CC1CO (stereo not drawn)
    -2 | -4
> Cc1ncc(CO)c(CO)c1O
    -3 | -12
> Cn1cnnc1C1CCN(C(=O)c2ccsc2)CC1
    -10 | 3
> Cc1csc2nc(CSc3nc4cc([N+](=O)[O-])ccc4s3)cn12
    4 | 7

(more compounds)
structure,mHTT-CaM PPI inh,Pf apPOL block
O=C(CSC1=Nc2ccccc2C2=NC(c3ccccc3)C(=O)N12)NC1CCCCC1 (stereo not drawn),1,4
Cc1ccc(CN=Cc2[nH]c3ccc(Br)c(Cl)c3c2O)cc1,21,-1
COc1ccc(Br)cc1CNC(=O)CN1N=C(c2ccc(Cl)cc2)CCC1=O,52*,-14
COc1cccc(C(=O)Nc2ccc(-n3nncc3-c3ccc(OC)c(OC)c3)cc2)c1,17,-2
CS(=O)(=O)c1cccc2sc(N3CCN(C(=O)c4c(F)cccc4F)CC3)nc12,-3,-8
Cc1cccn2c(=O)c(C=O)c(N3CCCCC3)nc12,-4,1
COc1cc(C2C(C(=O)Nc3ccccc3)=C(C)Nc3nnnn32)cc(OC)c1OC (stereo not drawn),-4,-11
CSc1cccc(NC(=O)CN2CCc3[nH]c4c(C)c(Cl)ccc4c(=O)c3C2)c1,-1,-9
COc1ccc(CC(=O)Nc2ccc3ncnc(N4CCCCC4)c3c2)cc1,19,-2
O=C(NCc1cccc(F)c1)c1ccc(NC(=O)C2CC2)cc1N1CCOCC1,1,-1
O=C(CCCSc1nnc(-c2ccc(Cl)cc2)o1)c1ccc(F)cc1,-8,-3
Cc1ccc(NC=CC(=O)c2ccc(Br)cc2)c(C)c1,-2,-1
COc1ccc(Cc2noc(-c3ccc([N+](=O)[O-])cc3)n2)cc1OC,36,0
O=C(NCc1cccs1)Nc1ccc2c(c1)CCCN2C(=O)C1CC1,2,-11
Cc1ccc(NC(=O)Cc2nnc(-c3ccc4ncccc4c3)o2)c(Cl)c1,4,-1

Overlap with the part before: four compounds; new compounds follow.
structure,mHTT-CaM PPI inh,Pf apPOL block
Cc1ccc(NC=CC(=O)c2ccc(Br)cc2)c(C)c1,-2,-1
COc1ccc(Cc2noc(-c3ccc([N+](=O)[O-])cc3)n2)cc1OC,36,0
O=C(NCc1cccs1)Nc1ccc2c(c1)CCCN2C(=O)C1CC1,2,-11
Cc1ccc(NC(=O)Cc2nnc(-c3ccc4ncccc4c3)o2)c(Cl)c1,4,-1
O=C1CC(N2CCN(c3ccc(F)cc3)CC2)C(=O)N1c1ccc(F)cc1 (stereo not drawn),-2,-2
O=C(C(c1ccccc1)c1ccccc1)N1CCN(Cc2ccccc2)CC1,12,-2
CC(=O)C1=C(C)NC(SCc2cccc([N+](=O)[O-])c2)=C(C#N)C1c1ccc(Cl)cc1 (stereo not drawn),12,-16
Cn1ncc([N+](=O)[O-])c1C(=O)O,-8&-4,-14
Cc1nn2c(NCc3ccccn3)c3c(nc2c1-c1ccccc1)CCCC3,63*,1
CCCCCNc1nnnc2c1sc1nc(N3CCOCC3)c3c(c12)CC(C)(C)OC3,-2,-6
Cc1nccn1CC(=O)N1CCC(c2nc(-c3ccncc3)no2)C1 (stereo not drawn),-5,-2
CC1(C)NC(=O)N(CC(O)CN2CCCC2)C1=O (stereo not drawn),-2,-15
Nc1ccc(Sc2ccc(Cl)cc2)nc1,x,-13
CCNC(=O)c1cc(N(C)C)nc2c(C)cccc12,4,5
CCC(=O)N1CCc2sc(C(=O)NCc3cccc(OC)c3)cc2C1,11,-1
COc1ccc(C(=O)NCc2nnc(SCC(=O)NO)n2-c2cccc(F)c2)cc1,-5,-2
CC(C)(C)n1nc2c(c1NC(=O)c1ccccc1F)CS(=O)C2 (stereo not drawn),2,4
COc1ccc(NC2CS(=O)(=O)CC2NCc2ccccc2)cc1 (stereo not drawn),2,-7
CN(C(=O)Cc1c[nH]c2ccccc12)C1(C(=O)NC2CCCCC2)CCCCC1,6,2
COC(=O)CC(=O)Nc1ccc(-c2nc(-c3ccc(C)cc3C)co2)cc1,11,-1
O=C(Nc1ccccc1Cl)c1cc(C2CC2)n2nccc2n1,-11,-4
CC(C)C(C(=O)O)N1C(=O)C(=Cc2ccc(C(=O)O)cc2)SC1=S (stereo not drawn),-1,8
CCc1ccccc1Nc1nc(-c2ccccn2)cs1,99*,-2
Nc1c(Oc2ccccc2)c(Oc2ccccc2)c(N)c2c1C(=O)c1ccccc1C2=O,97*,-3
CCOc1ccc(CCN2C(=O)CCC2(C)C(=O)NC2CCCCCCC2)cc1OCC (stereo not drawn),36,-15
Cc1sc(NC(=O)C(C)C)c(C(=O)O)c1C,4,-1
Cc1nc(-c2cnccn2)nc2c1CCC(=O)N2Cc1cccc(F)c1,-2,2
COc1ccc(C2=CC(c3ccc(Cl)cc3Cl)n3nnnc3N2)cc1 (stereo not drawn),1,-6
NC(=O)NC(c1ccccc1)c1cccc(Br)c1 (stereo not drawn),1,-9
CCSc1nc(NCC(C)C)c2cnn(CCNC(=O)c3cn(C)nc3OC)c2n1,0,-5
CCOc1ccccc1C(=O)Nc1cc2c(cc1C(C)=O)OCO2,-6,-1
COc1cc(/C=C2\C(=O)ON=C2C)cc(Br)c1OC,24,4
Cc1nn(Cc2ccccc2)c(C)c1NC(=O)CCCn1nc([N+](=O)[O-])c(Cl)c1C,17,-9
COc1cccc(CN2CCC(C(=O)NC3CCCCCC3)CC2)c1,2,-5
Cc1ccccc1N1CCN(C(=O)c2ccccc2)C(C)C1=O (stereo not drawn),-7,-5
Nc1ccc2nn(-c3cccc4ccccc34)nc2c1,40,x
O=C(Nc1nnc(-c2cc3ccccc3o2)o1)c1cc(Cl)ccc1Cl,13,-200
CNC(=O)C1CN(C(=O)CCC2CCCC2)CC12CCCC2 (stereo not drawn),-7,-8
O=C(c1ccsc1)N1CCC2(C1)Nc1cccnc1NC2=NCc1ccccc1 (stereo not drawn),9,-4
CC1=C(C(=O)Nc2cccnc2)C(c2ccccc2)n2nc(SCc3ccccc3F)nc2N1 (stereo not drawn),23,-4
CC(C)NC(=O)CC(=O)NN=C1CCCC1,-11,x
O=C(NCC(O)Cc1ccccc1)C(=O)NC1CC1 (stereo not drawn),-9,1
O=C1c2ccccc2N2C(=O)c3ccccc3C2N1O (stereo not drawn),11,-6
O=C1CN(C(=O)c2ccc(Br)cc2)C(c2ccc(F)cc2)c2cc(F)ccc2N1 (stereo not drawn),7,-10
Cc1cn(S(=O)(=O)c2cn(C)nc2C(F)(F)F)nc1C(F)(F)F,x,-4
Cc1ccc(N2C(=O)CSC2c2ccccc2C(F)(F)F)cc1 (stereo not drawn),9,2
O=C(NCCCc1ccccc1)c1ccc2c(c1)nc1n2CCCCC1,5,5
N/C(=N\OC(=O)Cc1ccccc1)c1ccncc1,i,1
CCCCc1ccc(N=CNO)c(C)c1,x,-2
COc1cccc(C(=O)Nc2nc(-c3cc([N+](=O)[O-])cs3)cs2)c1OC,-3,-2
CN(CC(=O)N1N=C(c2ccc(F)cc2)CC1c1ccccc1F)C(=O)C1CCC1 (stereo not drawn),38,-2
COc1cc(OC)cc(C(=O)NCCCc2ccccc2)c1,-5,-4
COc1ccc(Cl)cc1Nc1ncnc(N)c1[N+](=O)[O-],0,-4
CCN1CCCc2cc(C(=O)NC3CCCCC3)sc21,3,2
CN1C(=O)C2CCCCN2c2ccc(C(=O)NC3CCN(Cc4ccccc4)CC3)cc21 (stereo not drawn),-1,-2
CCn1ccc(C(=O)N2CC(c3nc(C4CC4)no3)C3(CCN(C)CC3)C2)n1 (stereo not drawn),1,-4
O=C(CSc1nc2c(cnn2-c2ccc(F)cc2)c(=O)[nH]1)Nc1ccc(F)cc1,-5,-4
CCCNC(=O)N1CCc2c(c(COCc3cccc(F)c3)nn2C)C1,4,-6
Cc1ccc(C(=O)N2CCN(C(=O)CN3CCOCC3)C2)cc1,5,-4
O=C(Nc1ccc(OC(F)(F)F)cc1)N1CCN(Cc2ccc3c(c2)OCO3)CC1,x,-4
O=C(NCc1cccs1)C(=O)NCC(O)c1ccsc1 (stereo not drawn),-7,0
CCC(C)NS(=O)(=O)c1cc(Cl)ccc1Cl (stereo not drawn),-15,x
Cc1cc(C(=O)Nc2cccc(F)c2)nc2ccnn12,-7,2
CCOc1ccc(N(CC(=O)NCc2ccco2)S(=O)(=O)c2ccc(SC)cc2)cc1,-1,-3

More results follow.
structure,mHTT-CaM PPI inh,Pf apPOL block
COC(=O)C1=C(C)NC(=S)NC1c1ccc(O)cc1 (stereo not drawn),3,0
Cc1ccccc1N(CC(=O)NC(C)(C)C)S(C)(=O)=O,-9,-1
O=C(C1CCC1)N1CCc2sc(S(=O)(=O)NCc3ccc(Cl)cc3)cc2C1,0,-5
O=C(CSc1ccc(-c2ccco2)nn1)Nc1cc(C(F)(F)F)ccc1Cl,-11,7
CCN1C(=O)C2CCC(=O)N2c2ccc(C(=O)NCc3ccc(F)cc3)cc21 (stereo not drawn),3,2
O=C(CN1CCOCC1)Nc1ccc(OC(F)(F)F)cc1,0,-1
CCc1ccccc1N1C(=O)C2C3c4ccccc4C(C(=O)O)(c4ccccc43)C2C1=O (stereo not drawn),3,-6
Cc1ccc(-c2ccc(C=C3C(=O)OC(C)(C(C)(C)C)OC3=O)o2)cc1[N+](=O)[O-] (stereo not drawn),5,1
Cc1cccc(N2CCN(C(=O)c3cn4c(n3)COCC4)CC2)c1C,5,0
CC(=O)c1c(C(C)=O)c(C)n(-c2ccccc2N)c1C,6,-1
O=C(ONc1ncnc2nonc12)c1ccccc1,-7,-38
COc1ccc(Cl)cc1NC(=O)CSc1nc(C)ccc1C#N,-4,-1
CCN(CCCNC(=O)C1CCN(c2nc3cccnc3s2)CC1)Cc1ccccc1,-1,7
CC(C)CC(=O)NC(c1cccs1)c1ccc2cccnc2c1O (stereo not drawn),100*,-1
CCOc1ccc(N=Cc2cc(Br)c(OC)cc2OC)cc1,5,-4
CCCCNc1nc2c(c(=O)n(Cc3cccc(Br)c3)c(=O)n2C)n1C,25,-1
CCc1ccc(N2CC(C(=O)Nc3ccccc3F)CC2=O)cc1 (stereo not drawn),2,-4
O=C(Nc1ccc2nc(-c3ccco3)c(-c3ccco3)nc2c1)N1CCOCC1,76*,-5
CCC(SC1=NCCS1)C(=O)Nc1ccc(S(N)(=O)=O)cc1 (stereo not drawn),3,-7
O=C(CC1CCCC1)NCC1CCS(=O)(=O)C1 (stereo not drawn),-4,1
O=C(CCn1cnc2ccccc2c1=O)NCCn1nc(-c2ccco2)ccc1=O,-4,-3
CC(C)(C)c1cc(-c2csc(-c3ccc(Cl)cc3)n2)cc(C(C)(C)C)c1O,x,3&-3
O=C(NCCOc1ccc(-c2ccccn2)nn1)c1ccco1,100*,-9
COc1cccc(-c2cc(C(=O)N3CCN(C(=O)c4ccco4)CC3)n(C)n2)c1,1,-8
O=[N+]([O-])c1cccc(C2=Nc3ccccc3N=C(c3ccccc3O)C2)c1,3,4
O=C(CCCC1=NS(=O)(=O)c2ccccc2N1)Nc1cccc(C(=O)O)c1,-2,-7
CC(C)(C)NC(=O)C1C(=O)CNC23CCCCC2C1c1ccccc1O3 (stereo not drawn),1,-7
